Screening data as filed in PubChem BioAssay.
Vif-APOBEC3G blk – blocks the Vif interaction with human APOBEC3G; Q9HC16; HeLa A3G-eYFP + Vif (tagged APOBEC3G with the HIV-1 protein that degrades it), YFP fluorescence, overnight; Potency, µM (highest dose often 46.1 µM), without a hit: at the highest dose activity, negative = active, actives largely listed as inhibitors; 410,000 tested, 0.076% active;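 note: potency is the fitted concentration of half-maximal effect; % is set by controls: 0 for no effect and ±100 for the full control effect; nearly all actives have a fitted effect of over 60% in size; hits raise eYFP signal because A3G escapes Vif-driven loss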
Target sequence (Q9HC16 whole entry, looked up): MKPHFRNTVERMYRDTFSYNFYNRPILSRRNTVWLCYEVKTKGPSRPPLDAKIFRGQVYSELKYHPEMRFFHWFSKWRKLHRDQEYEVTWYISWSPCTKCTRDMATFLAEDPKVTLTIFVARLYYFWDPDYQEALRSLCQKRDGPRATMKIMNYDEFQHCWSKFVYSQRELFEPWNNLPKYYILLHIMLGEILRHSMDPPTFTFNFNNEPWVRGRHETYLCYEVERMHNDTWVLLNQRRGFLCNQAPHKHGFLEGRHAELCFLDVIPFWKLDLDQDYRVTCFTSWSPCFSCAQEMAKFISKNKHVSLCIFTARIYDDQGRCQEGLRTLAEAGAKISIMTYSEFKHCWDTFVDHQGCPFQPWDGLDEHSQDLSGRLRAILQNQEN
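Read-out is eYFP fluorescence (Ex 488/Em 500-530) from Vif-expressing HeLa A3G-eYFP cells; more signal means A3G escaped Vif-mediated degradation. Cells plated overnight, compound pinned in, incubated overnight at 37 deg C.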
RXFP1 antagonist – antagonists of human relaxin receptor RXFP1 | Q9HBX9 | HEK293-RXFP1, relaxin-stimulated cAMP HTRF, 30 min; hits give low values | activity change, negative = inhibition, % at 57.5 µM | 350,000 tested, 0.59% active;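 active = activity change of -60% or lower, but not beyond a set lower limit; inconclusive = change between -60% and -40%, or beyond the set limit; inactive = change above -40%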; note: % is set by controls: 0 for no effect and ±100 for the full control effect
D2 potentiator – D2 dopamine receptor (human) potentiation; potentiation, % at 10 µM; 340,000 tested, 0.34% active; HEK293 T-REx D2, calcium flux, EC20 dopamine potentiation; P14416;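 active = potentiation over 3 SD above the plate norm, cut at about 30% in these data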; note: 0% is about no effect
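Cells plated with tetracycline inducer and held overnight at 30 C; calcium dye loaded 30–90 min at room temperature; baseline taken, compound added and read 180 s; EC20 dopamine then added and read 180 s.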
Vif-A3F inh – inhibitors of Vif-A3F interaction. HeLa A3F-eYFP + Vif (tagged APOBEC3F with the HIV-1 protein that degrades it), YFP fluorescence increase. Potency, µM (doses to about 46.1 µM), inactives show top-dose activity, negative = active. 390,000 tested, 0.2% active; note: potency is the fitted concentration of half-maximal effect; % of control where 0% means no effect; nearly all actives have a fitted effect of over 65% in size
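HeLa cells stably expressing A3F-eYFP plus Vif, plated and incubated overnight at 37 deg C, then exposed to compounds overnight at 37 deg C. Blocked degradation read as raised yellow fluorescence (Ex 488/Em 500-530).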
RXFP1 agonist – agonists of human relaxin receptor RXFP1 | Q9HBX9 | HEK293T-RXFP1 cAMP TR-FRET, 30 min; response scale: percent of porcine relaxin response, buffer zero | Potency, µM (top dose mostly 57.5 µM), inactives show top-dose activation, usual class: activators | 370,000 tested, 0.3% active | AID 2676; note: potency is the fitted concentration of half-maximal effect; % is set by controls: 0 for no effect and ±100 for the full control effect; nearly all actives have a fitted effect of over 60% in size; many of its hits are not listed in these tables
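Agonist response is measured as cAMP accumulation in an RXFP1-transfected HEK293T line under PDE4 inhibition. Values are scaled between buffer-only and 29 nM porcine relaxin, and EC50s come from standard Hill equation fits.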
D1 agonist – activates the human D1 dopamine receptor; P21728; HEK293 T-REx D1 cells, calcium flux, agonist mode; activation, % at 2 µM; 360,000 tested, 1% active; in the data active = activation above about 30%; note: 0% is about no effect
Target sequence (P21728 whole entry, looked up): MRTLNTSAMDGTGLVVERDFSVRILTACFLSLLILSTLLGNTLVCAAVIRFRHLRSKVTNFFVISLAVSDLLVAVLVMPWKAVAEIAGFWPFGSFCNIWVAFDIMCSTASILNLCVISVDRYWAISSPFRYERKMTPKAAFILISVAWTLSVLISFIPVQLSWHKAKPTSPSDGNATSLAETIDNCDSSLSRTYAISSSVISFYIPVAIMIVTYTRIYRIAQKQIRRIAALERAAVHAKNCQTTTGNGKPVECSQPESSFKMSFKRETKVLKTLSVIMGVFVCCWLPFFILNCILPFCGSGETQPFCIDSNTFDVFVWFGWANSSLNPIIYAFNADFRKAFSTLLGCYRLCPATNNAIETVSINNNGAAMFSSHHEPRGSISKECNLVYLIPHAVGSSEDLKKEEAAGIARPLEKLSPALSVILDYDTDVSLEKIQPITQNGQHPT
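Tetracycline-induced HEK293 TREx D1 cells, force-coupled to calcium signalling, were dye-loaded with a no-wash calcium kit. Compound was pin-added after a 10 s baseline. Fluorescence was read kinetically at 1 cycle/s for 180 s, with calcium rises flagged as agonism.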
Glioma ERSR ind – induces the endoplasmic reticulum stress response in human glioma cells; U87-MG GRP78 promoter luciferase reporter, 16 h; 420,000 tested, 0.02% active; AID 602332; Potency, µM, for inactives: at the highest dose activation, usual class: activators; note: potency is the fitted concentration of half-maximal effect; series mostly up to about 76 µM; % of control where 0% means no effect; nearly all actives have a fitted effect of over 35% in size
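ERSR induction read as luciferase luminescence (Bright-Glo, 10 min at room temperature) in stably transfected human U87-MG glioma cells exposed to compounds for 16 h, using GRP78 as sensor.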
D1 antag – antagonists of human D1 dopamine receptor; P21728; HEK293 TREx D1 cells, calcium flux, dopamine EC80; hits give low values; activity change, negative = inhibition, % at 10 µM; 360,000 tested, 3.2% active; AID 504652; in the data active = activity change below about -30%; note: % is set by controls: 0 for no effect and ±100 for the full control effect
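Antagonism measured as reduced calcium response to an EC80 dopamine addition following 180 s compound pre-read; cells were inducible HEK293 Trex D1 plated overnight at 30 C, read kinetically at 1 cycle/sec.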
D1 potentiator – potentiators of human D1 dopamine receptor; P21728; AID 504651; 360,000 tested, 0.036% active; potentiation, % at 10 µM; HEK293 TREx D1 cells, calcium flux, dopamine EC20 potentiation; in the data active = potentiation above about 30%; note: 0% is about no effect
* hit, by the source's call; ? = inconclusive; . = not tested or not shown. Unless noted, calls come from the whole dose curve; as a rule, active = well fitted curve in the direction sought with a large enough effect; inconclusive = small, poorly fitted or top-dose-only effect, or another doubt; inactive = no such curve, though single readings can be large; an effect the other way counts as inactive or inconclusive.

SMILES | Vif-APOBEC3G blk | RXFP1 antagonist | D2 potentiator | Vif-A3F inh | RXFP1 agonist | D1 agonist | Glioma ERSR ind | D1 antag | D1 potentiator
COc1ccc(CCNC(=O)[C@@H]2C[C@H]2c2ccccc2)cc1OC | -3% | 3 | 6 | 18% | -0.5% | 4 | -2% | -12 | -8
N#C/C(=C\c1c(Oc2ccccc2F)nc2ccccn2c1=O)C(=O)NC1CCS(=O)(=O)C1 (configuration not stated) | 4% | 2 | 13 | -5% | 14% | 3 | -4% | 1 | -6
Cc1ccc2c(c1)c(N=NC(N)=O)c(O)n2C | 2% | -11 | 17 | 7% | 1.3% | 0 | -2% | 6 | 0
Cc1ccc(NC(=O)c2c(C)oc3ccc(O)c(CN4CCCCC4)c23)cc1 | 6% | -7 | -8 | 0% | 2.3% | -2 | -5% | 9 | 1
O=C(CSc1nc2ccccc2nc1Cc1ccc(Cl)cc1)N1CCCCC1 | -1% | ? | -3 | 1% | 22% | 6 | -3% | -5 | -3
CCOc1ccc(-c2c(C#N)c(N)nc3c2c(=O)n(C)c(=O)n3C)cc1OC | 0% | -10 | -4 | 6% | ? | 3 | -3% | -2 | 2
CN1CCN(c2nc3c(c(=O)n(C)c(=O)n3C)n2Cc2ccccc2)CC1 | 4% | 2 | 8 | 1% | 5.6% | 0 | 5% | 9 | -10
Cc1nn(-c2ccc(Cl)cc2Cl)c(C)c1C(=O)O | -1% | ? | -12 | -9% | -0.5% | 2 | 3% | 4 | -2
CCOc1ccc(N(CC(=O)NCCc2ccc(F)cc2)S(=O)(=O)c2ccccc2)cc1 | -1% | -9 | 3 | -1% | -1.4% | 30 | -3% | -32* | 1
COc1ccc(S(=O)(=O)N2CCOCC2)cc1NC(=O)CCCSc1ccccc1 | -2% | -8 | . | -1% | . | . | -4% | . | .
COC(=O)c1sccc1NC(=O)C1C2C=CC(C2)C1C(=O)O (configuration not stated) | -2% | 9 | . | 2% | 3.4% | 0 | -1% | -6 | 4
COC(=O)c1cn(C(=O)c2cccc(C)c2)c2ccccc12 | -19% | -21 | 23 | -36% | 0.9% | 1 | -5% | -12 | 2
O=C(CC1C(=O)N(c2ccccc2)C(=O)N1C1CCCCC1)Nc1ccccc1 (configuration not stated) | -3% | 0 | 5 | -2% | -0.4% | 0 | -3% | 2 | -3
Cc1c(C(=O)Nc2cccc(F)c2)cnn1-c1ccccc1 | -4% | -1 | 14 | -5% | 1.2% | 8 | 1% | -12 | -7
Cc1ccc(CN2CCNC(=O)C2CC(=O)NCc2cc(C)n(C)n2)cc1 (configuration not stated) | -1% | -9 | 1 | 0% | 4.3% | 4 | -4% | -2 | 1

3 records picked at random from those above, as already listed:
SMILES | Vif-APOBEC3G blk | RXFP1 antagonist | D2 potentiator | Vif-A3F inh | RXFP1 agonist | D1 agonist | Glioma ERSR ind | D1 antag | D1 potentiator
Cc1ccc(NC(=O)c2c(C)oc3ccc(O)c(CN4CCCCC4)c23)cc1 | 6% | -7 | -8 | 0% | 2.3% | -2 | -5% | 9 | 1
Cc1nn(-c2ccc(Cl)cc2Cl)c(C)c1C(=O)O | -1% | ? | -12 | -9% | -0.5% | 2 | 3% | 4 | -2
Cc1ccc(CN2CCNC(=O)C2CC(=O)NCc2cc(C)n(C)n2)cc1 (configuration not stated) | -1% | -9 | 1 | 0% | 4.3% | 4 | -4% | -2 | 1

Other compounds follow.
SMILES | Vif-APOBEC3G blk | RXFP1 antagonist | D2 potentiator | Vif-A3F inh | RXFP1 agonist | D1 agonist | Glioma ERSR ind | D1 antag | D1 potentiator
CCCCNC(=O)c1cnn2c(C)c(Cc3c(F)cccc3Cl)c(C)nc12 | 0% | -21 | 3 | 2% | 5.6% | -2 | -3% | 10 | -3
CCN(CC)CCCNC(=S)N1CCN(c2nc3ccccc3n2CC)CC1 | -1% | 1 | -17 | -10% | 0.0% | 1 | -6% | -35* | -11
Cc1nnc(SCC(=O)N2CCN(S(=O)(=O)c3ccccc3)CC2)n1Cc1ccccc1 | 3% | -10 | 7 | . | 0.7% | 0 | -4% | -4 | -2
O=C(C[n+]1ccccc1)c1ccc(NC(=O)c2ccccc2)cc1 | -2% | -8 | 5 | 2% | 1.7% | 4 | -2% | 9 | -4
Cc1cc(C(=O)NNC(=S)NCc2ccco2)nn1C | -2% | 2 | 0 | -4% | -0.1% | 3 | -3% | -8 | -5
COc1cccc(CC(=NO)c2cccc(OC)c2)c1 | -3% | -24 | . | -14% | . | . | 1% | . | .
CCN1CCN(C(=O)c2ccc3c(c2)S(=O)(=O)c2ccccc2C3=O)CC1 | 0% | 4 | 4 | 2% | -0.4% | 1 | -3% | -8 | -5
CC(=O)c1ccc(NC(=O)NC2CC(=O)N(c3ccc4c(c3)OCCO4)C2)cc1 (configuration not stated) | 1% | -7 | . | -5% | -0.2% | 0 | -6% | 0 | -5
Cc1cc(C)c(S(=O)(=O)Cc2ccccc2)c(=O)[nH]1 | -1% | -5 | 3 | 5% | -0.5% | 6 | -5% | -12 | 14
CC(=O)c1cccc(CN2CCC(CO)(CCOc3ccccc3)CC2)c1 | 0% | -3 | -10 | -8% | 2.8% | 8 | -2% | 9 | -9
CC(/C=C/c1ccco1)=N/NC(=O)Cc1cccs1 | 0% | -6 | 5 | 2% | 0.0% | 1 | ? | -2 | 0
CCCOC(=O)NC(CC)COC(=O)Nc1cccc(C)c1C (configuration not stated) | 0% | -14 | 3 | 5% | 0.5% | 2 | 1% | 1 | 0
CC(=O)c1cccc(NC(=O)c2csc3c2CCCCC3)c1 | -1% | -3 | 2 | 3% | 2.2% | 1 | 3% | -9 | -12
Fc1ccccc1CSc1nc2ccccc2[nH]1 | 0% | 9 | 2 | 0% | 2.3% | 1 | -2% | -2 | 2
Cc1oc(-c2cc3c(cc2Cl)OCO3)nc1CN1CCCC1c1ccc(F)cc1 (configuration not stated) | 1% | -1 | -4 | -11% | 0.4% | 2 | -4% | 12 | -3
C=CCn1c(SCc2ccccc2Cl)nnc1-c1sc2nc(C)cc(C)c2c1N | -3% | -2 | 4 | 4% | 5.8% | 1 | 1% | 7 | -1
CC(=O)NC(=S)Nc1ccc2oc(-c3cc(F)c(F)cc3Cl)nc2c1 | -2% | -12 | 5 | -25% | 7.4% | 3 | 5% | 2 | 4
CC(=O)Nc1ccc(OC(F)(F)C(F)C(F)(F)F)c(NC(C)=O)c1 (configuration not stated) | -4% | 8 | -19 | -7% | -1.2% | 1 | -1% | 5 | -2
COc1ccc(C)cc1S(=O)(=O)N1CCC(C(=O)NCCc2ccccc2)CC1 | -1% | 1 | -6 | -8% | 3.1% | 0 | 1% | 6 | -5
Cc1cc(NC(=O)CCC(=O)N(CC(=O)NC2CCCC2)c2ccc(Cl)cc2)no1 | -3% | -4 | -16 | 0% | 1.2% | 2 | 4% | -16 | -1
COc1ccc(C)cc1S(=O)(=O)N1CCN(S(=O)(=O)c2cc(C)ccc2OC)CC1 | 0% | -12 | -5 | 0% | -3.7% | 1 | 2% | 2 | -3
Clc1cccc(Cl)c1CSc1nnc2ccccn12 | 4% | -4 | -7 | 4% | 1.0% | 1 | 4% | -11 | -8
CCCn1c(=O)c2[nH]cnc2n(-c2ccccc2C)c1=O | 0% | 6 | 0 | -13% | -1.9% | 1 | -2% | 12 | -1
CCCCn1c(=O)c(CC(C)=O)nc2ccccc21 | -11% | -9 | -3 | ? | 3.5% | 0 | 0% | -22 | -3
CN(C)S(=O)(=O)c1ccc(/C(O)=C2/C(=O)C(=O)N(CCCN3CCOCC3)C2c2ccncc2)cc1 (configuration not stated) | -3% | -8 | . | 0% | . | . | -3% | . | .
O=C(CC1C(=O)NCCN1Cc1ccc(-c2ccccc2)cc1)NCc1ccncc1 (configuration not stated) | -1% | -2 | 3 | -6% | -3.9% | 0 | -2% | -28 | -1
CCOc1ccc(N(Cc2ccccc2)C(=O)c2nc(SC)ncc2Cl)cc1 | -4% | . | -6 | 0% | 0.7% | 5 | -3% | 1 | -3
CC1CC(C)(C)N(C(=O)NC2CCCCC2)c2ccccc21 (configuration not stated) | 0% | 10 | -5 | 9% | 0.7% | -2 | 5% | -1 | -3
CCc1c(O)nc2ccccn2c1=O | 2% | 10 | 9 | 3% | -0.4% | 3 | -1% | 6 | -5
O=c1ccc(-c2ccc(S(=O)(=O)NCc3cccc(Br)c3)s2)n[nH]1 | -9% | 1 | 0 | -12% | -4.5% | 5 | -5% | -11 | -8
Nc1ccc(C(=O)OCc2nc3cc4ccccc4cc3[nH]2)cc1 | 12% | 24 | 16 | -2% | 0.2% | 3 | 3% | -22 | 1
CC(=O)c1cccc(OCc2cc(C(=O)N(C)C(C)c3ccccn3)no2)c1 (configuration not stated) | 0% | -5 | -1 | 1% | 2.0% | 11 | -1% | 9 | -3
CN1CCN(c2sc(S(C)(=O)=O)nc2S(=O)(=O)c2ccc(Cl)cc2)CC1 | -4% | -2 | -10 | 1% | 1.6% | 0 | -5% | -7 | 2
CC(=O)N1c2ccc(S(=O)(=O)N3CCCC3)cc2CC1C(=O)NCc1ccc(OC(C)C)cc1 (configuration not stated) | -2% | 2 | -4 | -6% | -1.5% | 2 | -5% | -15 | -4
Cc1ccc(C(=O)NC(C)c2ccncc2)o1 (configuration not stated) | 1% | 2 | 1 | 0% | -0.9% | 0 | 7% | -10 | -6
O=C1NC2CCCCC2C(=O)N1OS(=O)(=O)c1ccccc1 (configuration not stated) | -6% | 0 | . | 5% | . | . | 0% | . | .
CN(C)S(=O)(=O)c1cccc(NC(=O)Cn2cc(C(F)(F)F)cc(Cl)c2=O)c1 | 0% | 0 | . | -5% | -1.1% | 2 | -5% | -7 | 0
Cc1ncc(CO)c(/C=N/NC(=S)Nc2ccc(F)cc2)c1O | -7% | -4 | 2 | -11% | -0.2% | 3 | -3% | -4 | 3
Cc1ccccc1-n1c(SCC(N)=O)nc2sc(-c3ccccc3)cc2c1=O | -2% | -12 | 13 | -5% | 0.7% | -2 | -4% | . | 0
O=C(NC1CC1)c1ccc(-n2cccc2)cc1 | 1% | -3 | 14 | ? | 2.1% | 4 | 10% | -6 | -2
CN(CC(=O)Nc1c(Cl)cccc1Cl)C(=O)CCC1CCCC1 | -2% | 3 | . | -1% | -0.2% | 12 | 6% | -27 | -7

The list is partial. The share of hits here may be higher or lower than overall.
